core dimer inh: inhibitors of HCV core protein dimerization, primary screen, biochemical, TR-FRET, high-throughput | TR-FRET GST/Flag-core106 dimerization, 1536-well | inhibition, % at 5 µM | 300,000 tested, 0.33% active;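 active = inhibition above the mean of all tested compounds plus 3 SD, set per screening campaign, cut at about 45% in these data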
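Material: GST/Flag-tagged HCV core106 proteins. Incubation: 4 h, 22.5 °C incubation. Read-out basis: inhibition (%) from 671 over 617 nm ratio. Measured by: TR-FRET, excitation 340 nm, emission 617 and 671 nm.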
PP5 inh: PP5 phosphatase inhibitors, primary screen, biochemical, fluorescence. Serine/threonine-protein phosphatase 5 (Homo sapiens), P53041. purified PP5c, OMFP substrate fluorescence. inhibition, % at 6.7 µM. 320,000 tested, 0.18% active. AID 1987, 2009;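 active = inhibition above the campaign's mean inhibition across all tested compounds plus 3 SD, cut at about 9.5% in these data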;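 note: 0% = DMSO only and 100% = 100 µM cantharidin control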
Target sequence (P53041 whole entry, looked up): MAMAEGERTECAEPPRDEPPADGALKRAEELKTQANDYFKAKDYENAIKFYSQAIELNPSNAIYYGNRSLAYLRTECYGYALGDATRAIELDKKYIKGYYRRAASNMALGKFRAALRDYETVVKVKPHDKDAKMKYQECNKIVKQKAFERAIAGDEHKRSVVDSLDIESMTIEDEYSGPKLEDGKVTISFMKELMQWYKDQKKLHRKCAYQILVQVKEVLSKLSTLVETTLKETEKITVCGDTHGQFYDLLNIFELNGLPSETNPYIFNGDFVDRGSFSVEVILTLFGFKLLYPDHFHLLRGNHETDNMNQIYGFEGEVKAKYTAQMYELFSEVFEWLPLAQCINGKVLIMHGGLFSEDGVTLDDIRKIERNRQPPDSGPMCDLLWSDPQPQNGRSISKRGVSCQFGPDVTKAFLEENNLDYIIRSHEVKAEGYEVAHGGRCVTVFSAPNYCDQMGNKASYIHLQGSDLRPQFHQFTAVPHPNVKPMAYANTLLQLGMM
TPT1 inh: Candida albicans TPT1 enzyme inhibitors, primary screen, biochemical, fluorescence polarization; tRNA 2'-phosphotransferase TPT1 (Candida albicans SC5314); recombinant caTPT1, FP RNA substrate dephosphorylation; inhibition, % at 5 µM; 300,000 tested, 0.81% active; AID 1962, 2009;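 active = inhibition above the mean of all tested compounds plus 3 SD, set per screening campaign, cut at about 24% in these data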;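 note: plate controls were DMSO alone for no effect and ferristatin control at 100 nM for full effect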
JMJD2C inh: inhibitors of GASC-1 histone demethylase, primary screen, biochemical, fluorescence, DELFIA europium; GST-JMJD2C(1-420) H3K9me3 demethylation; inhibition, % at 2.35 µM; 330,000 tested, 0.069% active; AID 2099, 2009;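 active = more than half of a compound's replicate wells show inhibition beyond 50%, single wells judged on their own value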;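 note: signal counts dimethyl H3K9 product captured on neutravidin plate; 0% = median of DMSO wells and 100% = 0.3 times that DMSO median; strong numbers were not always called active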
Target sequence (Q9H3R0 1-420 limits assumed): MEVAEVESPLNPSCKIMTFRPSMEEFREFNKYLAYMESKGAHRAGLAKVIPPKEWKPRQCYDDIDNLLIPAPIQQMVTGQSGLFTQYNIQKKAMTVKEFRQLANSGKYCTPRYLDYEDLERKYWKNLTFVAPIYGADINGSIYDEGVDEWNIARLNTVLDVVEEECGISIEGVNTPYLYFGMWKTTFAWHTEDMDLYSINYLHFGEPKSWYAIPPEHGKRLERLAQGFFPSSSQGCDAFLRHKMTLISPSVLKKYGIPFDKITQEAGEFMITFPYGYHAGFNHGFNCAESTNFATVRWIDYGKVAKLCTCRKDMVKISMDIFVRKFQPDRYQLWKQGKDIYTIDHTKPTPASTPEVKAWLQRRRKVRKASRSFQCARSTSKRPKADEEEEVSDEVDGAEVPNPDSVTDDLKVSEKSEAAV
Efflux pump inh: inhibitors of Candida efflux pumps in yeast, primary screen, S. cerevisiae, Nile Red, multiplex. S. cerevisiae Candida pump triplex. inhibition, % at 10 µM. 330,000 tested, 0.44% active. AID 485275, 2010;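 active = plate passing quality check with inhibition over a set limit, or well fluorescence over plate mean plus 4 SD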;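 note: Nile Red retained in pooled yeast measured as flow cytometry median fluorescence; 0% = buffer negative control and 100% = Enniatin B positive control; higher means more Nile Red kept so more efflux inhibition; some compounds called inactive have numbers as strong as hits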
Fh CTSL1 inh: Fasciola hepatica cathepsin L1 inhibitors, primary screen, counter-screen for PFM18AAP inhibitor project, biochemical, QFRET, fluorogenic peptide substrate; AID 1906, 2009; 300,000 tested, 0.49% active; recombinant F. hepatica cathepsin L1, Z-Leu-Arg-MCA fluorescence; inhibition, % at 5.96 µM;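 active = inhibition above the mean of all tested compounds plus 3 SD, set per screening campaign, cut at about 17% in these data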;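 note: 0% = plate median of test compound wells and 100% = 1 µM Z-Phe-Ala-diazomethylketone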
LYPLA2 counter: LYPLA2 inhibitors, primary screen, counter-screen for PME1 inhibitor project, biochemical, fluorescence polarization, FP-Rh probe ABPP; 320,000 tested, 0.38% active; AID 2177, 2009; recombinant LYPLA2; inhibition, % at 5.9 µM;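 active = inhibition above the screen-wide mean plus 3 SD, limit set per campaign, cut at about 26% in these data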;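 note: 0% = LYPLA2 with DMSO and 100% = wells lacking LYPLA2 enzyme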
PREPL inh: PREPL enzyme inhibitors, primary screen, biochemical, fluorescence polarization; Prolyl endopeptidase-like (Homo sapiens), Q4J6C6; inhibition, % at 5.96 µM; recombinant PREPL, fluorescence polarization activity-based probe; 320,000 tested, 0.68% active; in the data active = inhibition above about 43%;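 note: 0% = enzyme with DMSO and 100% = wells lacking enzyme; many of its hits are not listed in these tables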
PP1 inh: PP1-alpha phosphatase inhibitors, primary screen, counter-screen for PP5 inhibitor project, biochemical, fluorescence, OMFP substrate, single point. Serine/threonine-protein phosphatase PP1-alpha catalytic subunit (Homo sapiens), P62136. purified PP1alpha. inhibition, % at 6.7 µM. 320,000 tested, 0.9% active. AID 2235, 2010;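 active = inhibition above the mean inhibition of all tested compounds plus 3 SD, computed separately for each screening campaign, cut at about 15% in these data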
Active calls of the source: *; . = no result given; & = joins results of further samples. Not all compounds are listed; the hit share may differ from the screen's.

SMILES | core dimer inh | PP5 inh | TPT1 inh | JMJD2C inh | Efflux pump inh | Fh CTSL1 inh | LYPLA2 counter | PREPL inh | PP1 inh
c1ccc2c(SCc3cn4ccccc4n3)nncc2c1 | 2.9 | -1.9 | -1.4 | 46.7 | 0.0 | -4.8 | 1.2 | -1.9 | -0.7
CC1(c2nnc(Cc3ccccc3)o2)CC(c2ccc(F)cc2)=NO1 (stereo not given) | 3.6 | 3.7 | -2.8 | 5.0 | . | -7.4 | 11.5 | -36.6 | -1.9
COCCCNC(=S)NC1CC2CCC(C1)N2Cc1ccccc1 (stereo not given) | -2.2 | -1.4 | -3.2 | -7.1 | 0.0 | -1.9 | 6.2 | -6.8 | -6.9
O=C(COC(=O)/C=C/c1ccc(S(=O)(=O)N2CCOCC2)cc1)NCc1ccc(Cl)cc1 | 3.9 | 1.1 | 2.3 | 24.8 | 0.0 | -3.9 | -1.9 | 7.2 | -0.3
COc1ccc(-c2nnc(SCc3cccc(C#N)c3)o2)cc1 | -18.8 | 2.1 | 4.4 | -8.3 | 0.3 | -2.6 | 15.7 | 10.8 | 1.1
CCC(C)c1ccc(NC(=O)CN(C)CC(=O)Nc2cccc(OC)c2)cc1 (stereo not given) | -1.6 | 3.5 | -3.9 | -9.1 | 0.1 | 0.8 | 0.9 | -2.0 | 3.0
COc1ccc(NC(=O)COC(=O)c2ccc(Br)o2)cc1OC | 2.6 | -1.0 | 2.4 | 2.3 | -0.1 | -1.7 | -3.0 | 8.0 | -4.5
CCCc1nnc(SCC(=O)Nc2nnc(CC)s2)n1CC1CCCO1 (stereo not given) | -2.1 | 0.7 | -1.2 | 2.3 | 0.0 | -5.3 | -5.6 | 3.9 | -4.0
CCOc1ccc(S(=O)(=O)N(CCO)CCO)cc1-c1nc2c(C(C)(C)C)nn(C)c2c(=O)[nH]1 | -1.3 | 2.2 | 1.0 | 7.8 | 0.0 | -1.4 | 5.2 | 8.1 | -2.0
CN(C)c1nc2ncn(Cc3ccccc3)c2c(=O)[nH]1 | -1.2 | 1.4 | 0.7 | 22.4 | -0.1 | 0.3 | 3.1 | 0.4 | -1.5
COc1ccc(C(=O)N2CC3(CC(c4ccc(Cl)cc4)=NO3)C[C@H]2C(=O)NCC(N)=O)cc1 (stereo not given in full) | 3.6 | 2.6 | 0.5 | 7.9 | -0.1 | 1.7 | 5.3 | 13.8 | 0.8
Cn1cccc1C(=O)NCCc1ccc(Cl)cc1 | 9.2 | 2.6 | 1.0 | -23.4 | 0.1 | -0.3 | -6.3 | 5.7 | 1.8
COc1cc(NC(=O)CN2CCC(C)CC2)c(C)cc1[N+](=O)[O-] | 6.3 | 0.3 | -0.8 | 1.8 | 0.2 | 0.8 | -3.6 | 1.2 | -1.8
COc1ccc(N2CCN(S(=O)(=O)c3ccc(Cl)c(C(F)(F)F)c3)CC2)cc1 | 12.5 | 0.3 | -3.8 | -3.1 | -0.1 | 0.2 | 3.0 | -2.3 | -3.8
C[C@@H](Oc1ccccc1)c1nnn(Cc2ccccc2)c1-c1c([C@@H](C)Oc2ccccc2)nnn1Cc1ccccc1 | 2.4 | 3.1 | -3.3 | 7.8 | 0.1 | -0.3 | 4.4 | 15.3 | 9.5
N#CCCn1cc(C(=O)Nc2ccc(C(=O)O)cc2)c(-c2cc3ccccc3o2)n1 | 0.0 | 0.7 | 1.6 | -0.4 | 0.0 | 0.2 | -0.9 | -9.1 | -0.4
CCc1ccc(C(=O)NCc2ccc(Cl)cc2Cl)cc1 | 6.7 | 0.2 | 2.1 | 22.4 | 0.4 | 1.8 | -2.0 | 2.2 | -1.7
COCc1ccc(C(=O)N2CCC(CCC(=O)Nc3cccc(C)c3)CC2)s1 | 0.1 | 0.7 | -1.7 | 3.2 | 0.0 | -0.9 | 6.0 | 3.8 | 3.3
O=C(CCS(=O)(=O)c1cccc2nsnc12)NCc1ccccc1Cl | 1.3 | 0.4 | 3.3 | 6.3 | 0.1 | -18.0 | 4.6 | 19.1 | -5.0
CSc1cccc(NC(=O)CC2Oc3ccccc3NC2=O)c1 (stereo not given) | -7.4 | -1.9 | 1.5 | 1.5 | 0.0 | 1.4 | -1.0 | -10.2 | -1.1

3 structures from above, arranged by molecular weight, rising.
SMILES | core dimer inh | PP5 inh | TPT1 inh | JMJD2C inh | Efflux pump inh | Fh CTSL1 inh | LYPLA2 counter | PREPL inh | PP1 inh
COc1ccc(-c2nnc(SCc3cccc(C#N)c3)o2)cc1 | -18.8 | 2.1 | 4.4 | -8.3 | 0.3 | -2.6 | 15.7 | 10.8 | 1.1
COc1ccc(NC(=O)COC(=O)c2ccc(Br)o2)cc1OC | 2.6 | -1.0 | 2.4 | 2.3 | -0.1 | -1.7 | -3.0 | 8.0 | -4.5
CCOc1ccc(S(=O)(=O)N(CCO)CCO)cc1-c1nc2c(C(C)(C)C)nn(C)c2c(=O)[nH]1 | -1.3 | 2.2 | 1.0 | 7.8 | 0.0 | -1.4 | 5.2 | 8.1 | -2.0

Other structures.
SMILES | core dimer inh | PP5 inh | TPT1 inh | JMJD2C inh | Efflux pump inh | Fh CTSL1 inh | LYPLA2 counter | PREPL inh | PP1 inh
CCOc1ccc(NC(=O)CN(C)CC(=O)Nc2cc(Cl)ccc2C#N)cc1OCC | 3.0 | 0.8 | 0.7 | 59.8* | 0.2 | 5.8 | 7.7 | 8.2 | -2.7
CCOC(=O)/C(C#N)=C1\C=CN(C)C(C)=N1 | 2.1 | 2.7 | 2.6 | -10.0 | 0.0 | 3.5 | 3.9 | 4.0 | 0.9
COc1cc(OC)c(/C=N/NC(=O)c2ccncc2)c(OC)c1 | 7.3 | -1.5 | -0.3 | -25.4 | -0.1 | 1.5 | -0.4 | 0.8 | -1.1
Cc1ccc(/C=C2\CC(C)CC3=C2NC(=S)NC3c2ccc(C)cc2)cc1 (stereo not given) | 13.0 | 1.0 | -0.2 | -3.3 | 0.3 | 2.6 | -3.0 | -9.7 | 5.3
CCn1cc(C(=O)N2CCN(c3cccc(C)c3C)CC2)c(=O)c2ccc(C)nc21 | 2.6 | 0.2 | -3.5 | -10.6 | 0.1 | 4.5 | -2.7 | 6.1 | -0.5
COc1ccc(NC(=O)NNC(=O)c2ccccc2-n2cccc2)cc1OC | -2.2 | -1.6 | -0.5 | 8.5 | 0.1 | -2.2 | 0.8 | -5.3 | -0.6
CCN1C(=O)NC(c2ccccc2)(c2ccccc2)C1=O | 0.0 | -0.2 | -0.4 | 1.5 | 0.1 | -2.4 | -5.4 | -3.9 | -8.6
CN1CCN(c2nnc(-c3ccc(Cl)cc3)c3ccccc23)CC1 | -4.5 | 1.2 | 0.1 | -3.6 | 0.1 | -5.3 | 3.2 | -6.5 | -3.0
O=C1N(c2ccccc2C(F)(F)F)OC1(Cc1ccccc1)c1ccccc1 (stereo not given) | . | 0.8 | . | 6.9 | 0.0 | . | 1.0 | 4.9 | -2.8
COc1ccc(OCCN2CCN(C(=O)c3ccc(OC(F)F)c(OC)c3)CC2)cc1 | 5.9 | 2.8 | 0.3 | 2.9 | -0.2 | -6.2 | -4.5 | 3.5 | -2.7
Cc1ccc(S(=O)(=O)N2CCOC23CCN(C(=O)c2ccc(Cl)cc2Cl)CC3)cc1 | 9.2 | 1.8 | 0.1 | 4.5 | 0.1 | 3.3 | 2.6 | 8.1 | -4.1
O=C(Cc1ccccc1)Nc1ccccc1C(=O)Nc1ccc(C(=O)O)cc1 | -5.0 | -0.4 | 2.2 | -9.3 | -0.1 | 1.4 | -3.8 | 2.0 | -1.5
COc1ccc(N2Nc3n[nH]c(N)c3N2)cc1 | -11.6 | 2.1 | -1.1 | 4.6 | 0.1 | 2.0 | 1.4 | 2.2 | -6.3
COc1ccc(N/C(N)=N/c2nc(CSc3nnc(C)s3)cc(=O)[nH]2)cc1 | -5.0 | 2.7 | -4.2 | 4.1 | -0.1 | -1.9 | -2.7 | -6.7 | -2.0
CCCC(=O)O[C@@H]1C[C@@H](C)N(C(=O)c2ccccc2)c2ccc(C)cc21 | 13.1 | 1.9 | -2.8 | -0.8 | 0.1 | -4.5 | -3.9 | 5.1 | -3.2
CSCC[C@H](NC(=O)OC(C)(C)C)c1nnc(SCC(=O)Nc2c(C)cccc2C)o1 | -8.5 | -1.3 | -7.2 | . | -0.1 | 4.6 | -8.7 | 2.0 | -2.1
O=S(=O)(c1cc(Cl)ccc1Cl)N1CCCC1 | 3.2 | 2.0 | 1.2 | 4.8 | 0.1 | -3.4 | -1.0 | -9.4 | -2.3
CCN1CCN(c2ccc(S(=O)(=O)N3CCCCC3)cc2NC(=O)Cc2c(Cl)cccc2Cl)CC1 | -1.5 | 3.0 | 0.1 | -9.3 | -0.4 | 5.8 | -0.6 | 5.4 | -0.4
Oc1ccc(-c2csc(Nc3ccccn3)n2)cc1 | -35.0 | -5.5 | -2.8 | 4.6 | 0.1 | 7.7 | 11.5 | 15.8 | 1.5
CCS(=O)(=O)Nc1cccc(C(=O)CC2(O)C(=O)Nc3ccccc32)c1 (stereo not given) | -6.1 | 1.7 | -6.9 | -0.4 | 0.0 | -3.0 | -8.2 | -2.8 | -3.3
Cc1cccc(N(CC(=O)NCC2CCCO2)C(=O)CNS(=O)(=O)c2ccc(Cl)cc2)c1 (stereo not given) | 5.4 | -0.2 | 0.5 | -1.4 | -0.3 | 9.9 | 2.5 | 6.5 | 0.1
COc1cc2oc3cc(C#Cc4ccc(N)cc4)ccc3c(=O)c2cc1OC | 5.5 | -0.9 | 7.9 | 10.3 | 0.1 | 1.4 | -10.2 | 18.4 | -1.0
Oc1ccccc1C1OCC2(CO1)COC(c1ccccc1O)OC2 (stereo not given) | -1.1 | 0.8 | 0.6 | 4.5 | -0.3 | -1.2 | -6.0 | -4.7 | -2.6
CCOC(=O)C1=C(N)OC2=C(C(=O)CCC2)C1c1ccccc1OCC (stereo not given) | -1.6 | 4.2 | 1.0 | -13.4 | 0.2 | -5.0 | -8.7 | 15.6 | -4.7
CNC(=O)CC12CC3CC(CC(C3)C1)C2 | -3.8 | -2.0 | 3.1 | -14.2 | 0.0 | -0.2 | 7.8 | -0.3 | -1.8
CC1(NC(=O)Cc2c(Cl)cccc2Cl)CCS(=O)(=O)C1 (stereo not given) | . | 0.7 | . | 2.5 | 0.1 | . | 2.3 | -3.2 | -4.0
COc1ccc(C2CC(c3ccc(Br)cc3)=NN2C(=O)CN2CCCC2)cc1 (stereo not given) | -1.0 | 1.0 | -3.7 | -2.3 | -0.1 | -0.1 | 2.4 | -27.1 | 6.9
CCOC(=O)C1=C(CC)Nc2ccccc2N=C1NC(=O)Nc1ccccc1OC | -5.3 | 2.8 | -0.6 | -1.1&-7.9 | 0.1 | 1.6 | -0.5 | -5.5 | 2.2
COC(=O)CCCNC(=O)CCc1nnc(-c2ccc(-c3ccccc3)cc2)o1 | -5.2 | 0.6 | -0.8 | 4.7 | 0.0 | 1.2 | 4.2 | 4.5 | 0.4

Bioassay records: PubChem BioAssay, several laboratories
